TbPYK inhibitor: T. brucei pyruvate kinase inhibition. TbPYK enzyme, Kinase-Glo Plus ATP luminescence, 45 min. Potency, µM (doses to about 76.8 µM), inactives show at the top dose activity, negative = inhibition, most hits filed as inhibitors. actives 0.12% (n = 410,000); further: potency means the concentration at half of the fitted maximal effect; on the % scale 0 is the no-effect control and ±100 the full control effect; nearly all actives have a fitted effect of over 50% in size
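Luminescent Kinase-Glo Plus end-point after 45 min room-temperature reaction of T. brucei pyruvate kinase started with 130 uM ADP (final). Buffer TEA 50 mM pH 7.2 with KCl, MgCl2, BSA, Tween-20; titration-based qHTS with fitted concentration-effect curves.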
AMA1-RON2 inh: AMA1-RON2 (P. falciparum) interaction inhibition; AlphaScreen AMA1-biotinylated RON2 peptide binding; Potency, µM (top dose mostly 58.2 µM), without a hit: at the top dose activity change, negative = inhibition, most hits filed as inhibitors; actives 0.2% (n = 360,000); AID 720542;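 further: potency means the concentration at half of the fitted maximal effect; 0% = vehicle wells and -100% = peptide control; nearly all actives have a fitted effect of over 45% in size; some results filed as inactive show a strong effect at the top dose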
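AMA1 (3D7) with his tag at 25 nM final met compounds first, then biotinylated RON2 peptide at 25 nM; detection used donor plus acceptor beads, 10 µg/mL apiece, read by AlphaScreen after 30 min at room temperature.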
CHX counter: counter-screen hit for Shiga toxin inhibitors, cycloheximide | cell reporter, cycloheximide protein synthesis inhibition counterscreen | max response, % | actives 12% (n = 300,000) | AID 2314; in the data active means max response mostly above about 13%, no sharp cut-off; inactive means mostly below about 14%; further: read at 38.3 µM for the half of the compounds with a filed dose; 0% is about no effect
Shiga toxin inh: inhibitors of Shiga toxin in Vero cells. Vero cells, Shiga toxin protein synthesis inhibition reporter. inhibition, % at 38.7 µM. actives 9.2% (n = 290,000). AID 2315; in the data active means inhibition mostly above about 28%, no sharp cut-off; inactive means mostly below about 43%; further: 0% is about no effect
Pf growth 96h: P. falciparum growth inhibition at 96 hours; actives 6.9% (n = 320,000); P. falciparum luciferase reporter growth, 96 h; Potency, µM (doses to about 28.7 µM), inactives show at the top dose activity change, negative = inhibition, actives largely listed as inhibitors; AID 504834; further: potency means the concentration at half of the fitted maximal effect; on the % scale 0 is the no-effect control and ±100 the full control effect
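Delayed-death screen, second-generation endpoint: infected erythrocytes, 2% hematocrit, 0.05% parasitemia final; 96 hours at 37 C, 5% CO2; luciferase detection reagent; luminescence decrease equals reduced growth.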
LmPK inhibitor: inhibitors of Leishmania mexicana pyruvate kinase. AID 1721. purified LmPK, Kinase-Glo ATP luminescence, 1 h. actives 0.37% (n = 290,000). Q27686. Potency, µM (titrated, usually from 57.5 µM), for inactives: at the top dose activity change, negative = inhibition, actives largely listed as inhibitors; further: potency means the concentration at half of the fitted maximal effect; on the % scale 0 is the no-effect control and ±100 the full control effect
Target sequence (Q27686 whole entry, looked up): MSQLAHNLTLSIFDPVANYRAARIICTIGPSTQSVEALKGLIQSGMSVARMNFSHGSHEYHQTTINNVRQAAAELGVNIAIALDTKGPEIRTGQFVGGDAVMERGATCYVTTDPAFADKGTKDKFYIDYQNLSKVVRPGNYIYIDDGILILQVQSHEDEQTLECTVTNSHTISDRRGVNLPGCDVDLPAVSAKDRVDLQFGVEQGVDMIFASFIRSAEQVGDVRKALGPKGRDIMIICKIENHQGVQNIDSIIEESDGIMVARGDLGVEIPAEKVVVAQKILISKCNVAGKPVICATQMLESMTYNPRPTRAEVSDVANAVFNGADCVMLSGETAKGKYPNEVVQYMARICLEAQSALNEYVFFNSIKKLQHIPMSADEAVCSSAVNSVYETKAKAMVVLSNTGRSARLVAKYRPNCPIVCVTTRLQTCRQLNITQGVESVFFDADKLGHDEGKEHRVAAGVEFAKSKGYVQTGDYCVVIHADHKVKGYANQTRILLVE
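In 50 mM imidazole pH 7.2 with 7 mM MgCl2, LmPK (0.1 nM) turned over PEP (0.5 mM) and ADP (0.1 mM) for 1 h at room temperature. Luciferase read-out of ATP.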
Pf growth 48h: P. falciparum growth inhibition at 48 hours (one generation); Potency, µM (series often up to 28.7 µM), for the others: top-dose activity change, negative = inhibition, hits mostly inhibitors; P. falciparum luciferase growth in erythrocytes, 48 h; AID 504832; actives 5.9% (n = 310,000); further: potency means the concentration at half of the fitted maximal effect; on the % scale 0 is the no-effect control and ±100 the full control effect
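Luciferase-expressing parasites in RBCs, 2% Hct / 0.1% parasitemia final; RPMI 1640 + 0.5% Albumax; 37 C, 5% CO2, one generation; luminescence read-out, lower signal = inhibition.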
Numbers without * were called inactive; i = inactive; ? = inconclusive; / = not tested or not shown; & = joins results of further samples; [ ] = dose if it differs, or a comment. Unless noted, the call rests on the fitted dose curve; in most records, active means well fitted curve in the direction sought with a large enough effect; inconclusive means small, poorly fitted or top-dose-only effect, or another doubt; inactive means no such curve, though single readings can be large; an effect the other way counts as inactive or inconclusive.

Structure	AMA1-RON2 inh	TbPYK inhibitor	CHX counter	LmPK inhibitor	Shiga toxin inh	Pf growth 48h	Pf growth 96h
O=C(NCc1cccc(F)c1)C1CCN(S(=O)(=O)Cc2ccccc2)CC1	1.4%	5.2%	-5.2	2.6%	-13.2	-20.1%	?
CC(C)NC(=O)C1CCN(Cc2cccc(Oc3ccccc3)c2)CC1	?	-17.2%	0.8	1.0%	-6.0	83.7%[activator]	-6.7%
CCN(C(=O)COC(=O)c1cc([N+](=O)[O-])ccc1N1CCOCC1)c1ccccc1	-6.3%	-2.1%	/	/	/	?	?
COc1cccc(-c2ccc(SCC(=O)N3CCOCC3)nn2)c1	7.1%	-18.0%	1.8	-19.3%	21.9	20.3%	-10.4%
O=C(C1CCCN1S(=O)(=O)c1cccc2nsnc12)N1CCCCCC1 (centres undefined)	-3.0%	0.0%	-0.8	-2.1%	9.1	25.7%	11.2%
Cc1cc(C)nc(/N=C(\N)Nc2ccc(OCCC(C)C)cc2)n1	-0.1%	-7.7%	-0.5	-0.5%	-6.8	10.4µM*	?
CC12CCC(C(=O)N3CCCCC3)(CC1=O)C2(C)C (centres undefined)	-3.9%	2.2%	0.9	0.8%	-5.6	25.4%	-11.6%
COC(=O)c1ccccc1SCc1csc(C)n1	-8.1%	1.6%	-2.9	0.3%	2.5	1.4%	6.5%
CCOC(=O)C1=C(C)C(c2ccc(OC)cc2OC)NC(=O)N1 (centres undefined)	2.5%	-7.0%	2.5	-0.7%	8.0	-3.8%	-28.6%
O=C(CSc1ccc(C(F)(F)F)cc1[N+](=O)[O-])Nc1ccc2ccccc2c1	5.0%[11.6 µM]	-15.7%	16.8	0.5%	30.1	27.8%	14.5%
COc1cc(/C=N/NC(N)=S)ccc1OC(=O)c1ccc(C)cc1	69.7%[activator]	-0.8%	5.8	-0.4%	-29.6	19.7%	/
COc1ccccc1[C@H]1C(c2ccccc2)=NN(c2ccccc2)[C@@H]1CO	101.1%[activator]	1.6%	16.0	/	i	/	/
COc1ccc(CNC(=O)CSc2nnc(C)n2-c2ccc(F)cc2)cc1	9.4%	1.8%	-3.4	0.2%	-10.0	-13.0%	-25.4%
O=C(Nc1sc2c(c1C(=O)O)CCCCC2)c1ccco1	-1.5%	3.5%	32.6*	-23.8%	83.1	145.9%[activator]	17.0%
Cc1ccc(C2CC(=O)C=C(NCC(C)C)C2)cc1 (centres undefined)	4.1%	-16.1%	-2.0	-2.3%	-3.0	?	-1.0%
CCC(Oc1ccc(C)cc1)C(=O)Nc1ccc2c(c1)n(C)c(=O)n2C (centres undefined)	1.5%	0.3%	2.1	4.4%	-5.3	-16.9%	-5.8%
CC(=O)CC(=O)Nc1ccc(Nc2ccccc2)cc1	4.8%	-8.0%	-1.2	-2.6%	15.6	-14.4%	21.2%
COc1ccc(CCNC(=O)COC(=O)/C=C/c2ccc(OCC#N)c(OC)c2)cc1OC	-1.3%	1.7%	-3.7	0.2%	17.4	-21.4%	-33.2%
CSc1ncccc1C(=O)OCC(=O)c1ccccc1Br	2.3%	-1.5%	10.8	-3.0%	4.5	44.0%[activator]	-20.9%
COc1ccc(/C=N/N2C(=O)CSC2=S)cc1	2.9%	1.2%	9.2	2.3%	17.3	20.1%	?
COCCCn1c(C)cc(C(=O)COC(=O)C23CC4CC(CC(O)(C4)C2)C3)c1C	-22.6%	-8.5%	/	/	/	92.9%[activator]	83.3%[activator]
CC(C)c1cc(NC(=O)C(C)(C)C)cc(C(C)C)c1O	-13.3%	1.1%	-4.8	-3.0%	13.9	?	/
CN1C(=O)CCC1(O)c1ccccc1 (centres undefined)	6.7%	-9.4%	0.4	-6.2%	-3.3	-22.1%	9.0%
Cc1cccc(C(=O)OCC(=O)NCCCc2ccccc2)c1O	20.0%	1.4%	-1.7	-3.7%	-5.1	/	7.8%
COC(=O)C1=C(c2ccc(OC)c(OC)c2)C[C@@H]2CC[C@H]1N2C(=O)NCc1cccc2ccccc12	4.5%	13.5%	/	/	/	0.522µM*	0.233µM*
COc1ccc(OC)c(-n2nnnc2SCC(=O)Nc2ccc3c(c2)OCCO3)c1	-0.4%	6.8%	-0.9	-0.5%	-1.1	31.5%	10.4µM*
CCOCCCN1C(=O)CN(C2CCC(C)CC2)C(=O)C1c1ccc(C)cc1 (centres undefined)	-1.4%	-2.5%	13.8	-7.0%	35.9	?	-14.5%
O=C1C2C3C=CC(C3)C2C(=O)N1CCC(=O)N1CCc2ccccc21 (centres undefined)	-6.5%	1.4%	2.4	4.8%	22.3	8.0%	15.5%
CNC(=S)NNC(=O)c1cccc(C(F)(F)F)c1	69.7%[activator]	-10.2%	0.5	4.0%	-4.0	18.8%	36.8%
CCOC(=O)c1sc2nc(C)nc(SCC(=O)N(CC)C3CCS(=O)(=O)C3)c2c1C (centres undefined)	11.1%	6.6%	12.6	6.9%	-15.2	?	?
CC(=O)c1oc2ccccc2c1NC(=O)CCCN1C(=O)c2ccccc2C1=O	-8.0%	-1.4%	-4.4	10.9%	-12.4	/	-4.9%
CCOC(=O)Cc1csc(NS(=O)(=O)Cc2ccccc2)n1	9.6%	-2.0%	-1.4	-5.0%	9.4	3.3%	21.1%
CC(=O)c1cccc(S(=O)(=O)Nc2cccnc2)c1	-12.0%	5.0%	-4.2	-2.5%	-9.2	-4.8%	21.2%
CCOC(=O)C1=C(C(F)(F)F)Nc2ncnn2C1c1ccc(OC)c(OC)c1OC (centres undefined)	9.2%	-0.7%	-3.3	-2.0%	-10.1	-19.4%	95.2%[activator]
CC(=O)C(Cc1cnc(Cl)s1)(Cc1cnc(Cl)s1)C(C)=O	-2.3%	-3.0%	2.6	1.0%	4.1	-3.7%	0.0%
c1ccc(Cc2nnc3sc(-c4ccccn4)nn23)cc1	40.0%[activator]	-16.8%	12.2	-8.1%	17.8	-10.6%	?
O=C1/C(=C/c2ccc(F)cc2)SC(=S)N1CC(=O)N1CCCCC1c1cccnc1 (centres undefined)	14.2%	1.8%	-3.8	1.2%	12.2	-4.0%	?
COc1ccc(CCNC(=O)Cc2cccc(C(F)(F)F)c2)cc1OC	6.9%	2.2%	4.5	0.3%	-8.1	?	?
O=C(CN(CCc1ccccc1)S(=O)(=O)c1ccc(Br)cc1)N/N=C/c1ccccc1C(=O)O	86.2%[activator]	-3.4%	0.0	2.7%	-2.9	-10.8%	7.0%
CCS(=O)(=O)N1CCN(c2nc(-c3ccccc3)cs2)CC1	-3.7%	-6.4%	18.4*	0.3%	30.0	28.5%	?
CCOCCCn1c(SC(C(=O)Nc2cc(C)ccc2C)c2ccccc2)nnc1-c1ccc(Cl)cc1 (centres undefined)	-10.8%	4.3%	-1.0	2.8%	17.2	11.7µM*	9.28µM*
O=C(Nc1ccccn1)c1ccc(CN(c2ccccc2)S(=O)(=O)c2ccccc2)cc1	-16.7%	-6.4%	-1.4	-2.3%	1.1	5.5%	3.1%
O=C(CCCN1C(=O)/C(=C/c2ccc3c(c2)OCO3)SC1=S)Nc1cccc(C(=O)O)c1	-1.7%	0.3%	12.8	-9.0%	37.4	47.8%[activator]	16.6%
O=C1CCC/C1=C/Nc1cccc(F)c1	-20.4%	-15.0%	16.3*	-2.7%	52.8*	20.3%	0.0%
CC(=O)CC1(O)C(=O)N(Cc2ccccc2)c2ccccc21 (centres undefined)	-13.2%	3.1%	10.9	-3.0%	-17.0	0.5%	?

Continued; it opens with the two that closed the last part.
Structure	AMA1-RON2 inh	TbPYK inhibitor	CHX counter	LmPK inhibitor	Shiga toxin inh	Pf growth 48h	Pf growth 96h
O=C1CCC/C1=C/Nc1cccc(F)c1	-20.4%	-15.0%	16.3*	-2.7%	52.8*	20.3%	0.0%
CC(=O)CC1(O)C(=O)N(Cc2ccccc2)c2ccccc21 (centres undefined)	-13.2%	3.1%	10.9	-3.0%	-17.0	0.5%	?
CCC(=NC1CC1)c1c(O)n(-c2ccc(OC)cc2)c(=O)[nH]c1=O	2.0%	-4.3%	-6.0	0.7%	-8.4	11.4%	/
Cc1c(Cl)cccc1NC(=S)N(Cc1cccnc1)Cc1ccccc1Cl	-0.4%	-2.3%	-1.9	-0.6%	-12.4	?	13.2%
COc1c(F)c(F)c(C(=O)O)c(Nc2cc(C)cc(C)c2)c1F	-2.6%	1.7%	-4.7	8.1%	27.0	30.8%[activator]	?
CCN1C(=O)c2ccc(C(=O)NCc3ccccc3)cc2C1=O	2.9%	4.4%	-2.5	-0.6%	-7.6	23.7%	-17.1%
Cc1ccc(Cl)cc1N1CCN(C(=O)COc2ccc(S(=O)(=O)NC(C)C)cc2)CC1	-1.0%	4.4%	-4.8	9.9%	-9.2	/	?
CN1CCN(c2nc3ccccc3o2)CC1	-3.9%	-20.0%	11.2	0.0%	39.9	110.2%[activator]	102.7%[activator]
CC1CCN(C(=O)CSc2nncn2C)CC1	6.7%	-4.6%	-1.8	-4.6%	13.1	-3.7%	4.2%
Nn1c(COc2ccccc2F)nnc1SCC(=O)NC1CCCCC1	12.7%	-0.6%	/	/	/	56.7%[activator]	-6.4%
COCCCn1c(SCC(=O)NCc2ccccc2)nc2ccccc2c1=O	9.6%	1.2%	1.1	5.4%	-1.2	?	-25.1%
c1ccc(CN2CCN(c3ncccn3)CC2)cc1	4.9%	-5.1%	1.8	-0.6%	-3.9	-19.9%	3.4%
CCCc1cc(C(=O)NC2CCCCC2)no1	-3.8%	7.0%	62.0*	-10.4%	60.9*	105.4%[activator]	30.5%[activator]
COc1ccc(C(C(=O)NC2CCCC2)N(C(=O)c2snc(-c3ccc(F)cc3)c2N)c2ccc(OC)cc2)cc1 (centres undefined)	12.3%	7.6%	11.0	0.9%	20.4	?	5.22µM*
Cc1ccc(S(=O)(=O)NCCC(=O)NCC(c2ccco2)N2CCCCC2)cc1C (centres undefined)	-5.5%	-6.9%	/	/	/	?	?
COc1ccccc1NC(=O)CSc1ccc(-c2ccccn2)nn1	-19.7%	-3.9%&2.2%	13.0*	0.0%	18.8	?	?
CC1=NN(c2ccc(C)cc2C)C(=O)C1C(c1ccccc1O)C1C(=O)N(c2ccc(C)cc2C)N=C1C (centres undefined)	37.0%[activator]	-3.7%	-2.3	2.9%	-3.2	-14.8%	4.9%
COc1cccc(C2C(C(=O)c3ccc(C)o3)=C(O)C(=O)N2CCN2CCOCC2)c1OC (centres undefined)	3.2%	-11.0%	2.8	0.0%	5.5	0.0%	158.4%[activator]
CCN(C(=O)c1coc(=O)c(Br)c1)c1ccc2c(c1)OCO2	-21.9%	?	27.2*	-0.7%	85.9*	?	?
